Thrombin inh = thrombin (human) inhibition. AID 1046. hit rate 0.26% among 220,000. inhibition, % at 5 µM. P00734. alpha-thrombin, Boc-VPR-AMC fluorogenic substrate cleavage;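 active = inhibition at or above 40%; inactive = inhibition below 40%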;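 note: 0% = enzyme with no compound and 100% = wells without enzyme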
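Test system: human alpha-thrombin; medium: pH 7.5 Tris-saline with Tween 20; times: reaction at room temperature; signal: AMC fluorescence at 355 nm excitation and 460 nm emission; also added: Boc-VPR-AMC substrate, 15 µM final; dosing: one concentration per compound, 5 µM, with 0.2% DMSO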
Tb hexokinase = T. brucei hexokinase 1 inhibition | inhibition, % at 10 µM | recombinant TbHK1, G6PDH-coupled NADH A340 | hit rate 0.11% among 220,000 | AID 1430;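 active = inhibition of 50% or more in the single-dose primary screen; inactive = inhibition below 50%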
Furin inhibitor = inhibitors of human furin. hit rate 0.061% among 220,000. AID 463115. inhibition, % at 30 µM. P09958. purified furin, fluorogenic substrate cleavage; in the data active = inhibition above about 25%; note: inactives centre near -15
EBV gp42 block = EBV gp42 inhibition | Q1HVG2 | Fluorescence polarization binding assay, mP read-out | inhibition, % (tested at 21.74 µM) | hit rate 0.42% among 220,000 | AID 1085; in the data active = inhibition above about 50%
PPC-1+TRAIL kill = kills PPC-1 cancer cells in the presence of TRAIL; PPC-1 cells + TRAIL, ATPLite viability luminescence; hit rate 0.41% among 220,000; cell killing (% activity), % at 4 µM;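 active = cell killing above 50% in the first pass at 4 µM, then a duplicate retest at 5 µM averaging 50% or more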;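 note: plate controls were cells with TRAIL plus DMSO for no effect and medium-only wells lacking cells for full effect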
Cl transport mod = KCC2 (human) Cl- transport modulation | B-score of Tl+ flux slope (higher = more flux/activation; lower = inhibition) at 10 µM | Q9H2X9 | AID 1456 | KCC2 cells, thallium flux FluoZin-2 fluorescence | hit rate 2.2% among 190,000;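 active = thallium flux slope and its plate-corrected score both differing from the plate sample mean at a set confidence after two filtering rounds, in either direction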;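 note: slope of fluorescence scaled to starting intensity during 10 to 20 s after thallium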
Target sequence (Q9H2X9 whole entry, looked up): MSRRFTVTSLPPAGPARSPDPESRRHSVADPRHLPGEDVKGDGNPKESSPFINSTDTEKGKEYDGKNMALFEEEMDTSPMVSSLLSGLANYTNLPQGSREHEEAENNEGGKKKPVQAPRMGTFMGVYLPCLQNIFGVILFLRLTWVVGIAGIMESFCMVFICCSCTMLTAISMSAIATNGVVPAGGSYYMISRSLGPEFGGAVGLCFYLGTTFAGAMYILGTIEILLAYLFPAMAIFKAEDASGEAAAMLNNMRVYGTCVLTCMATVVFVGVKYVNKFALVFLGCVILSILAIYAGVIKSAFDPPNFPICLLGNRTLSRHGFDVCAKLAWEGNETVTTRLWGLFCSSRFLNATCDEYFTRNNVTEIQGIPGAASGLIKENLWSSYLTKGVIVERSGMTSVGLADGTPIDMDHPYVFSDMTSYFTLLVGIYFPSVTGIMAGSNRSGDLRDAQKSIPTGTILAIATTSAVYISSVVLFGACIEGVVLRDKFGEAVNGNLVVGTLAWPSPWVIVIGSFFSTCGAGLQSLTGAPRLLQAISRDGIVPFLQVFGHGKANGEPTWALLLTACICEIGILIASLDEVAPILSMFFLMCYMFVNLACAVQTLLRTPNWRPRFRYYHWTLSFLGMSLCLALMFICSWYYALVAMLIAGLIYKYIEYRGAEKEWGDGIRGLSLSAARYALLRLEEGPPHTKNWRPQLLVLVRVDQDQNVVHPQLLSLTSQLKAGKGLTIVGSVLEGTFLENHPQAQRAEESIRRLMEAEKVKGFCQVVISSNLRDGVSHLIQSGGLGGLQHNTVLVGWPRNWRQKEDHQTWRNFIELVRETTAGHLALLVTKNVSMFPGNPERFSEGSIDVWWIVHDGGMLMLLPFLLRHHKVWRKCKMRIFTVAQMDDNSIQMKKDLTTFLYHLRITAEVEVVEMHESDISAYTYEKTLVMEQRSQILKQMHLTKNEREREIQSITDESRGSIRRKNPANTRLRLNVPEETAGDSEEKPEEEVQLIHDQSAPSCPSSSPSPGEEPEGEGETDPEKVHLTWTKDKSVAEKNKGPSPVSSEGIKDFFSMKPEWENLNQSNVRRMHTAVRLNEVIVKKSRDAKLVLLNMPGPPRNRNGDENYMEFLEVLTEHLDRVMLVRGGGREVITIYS
m-calpain inh = calpain II (pig) inhibition; purified calpain II, fluorogenic peptide substrate, 30 min; inhibition, % at 16 µM; hit rate 0.37% among 220,000; AID 1236;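 active = inhibition above about 50%, limit read from the data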
TRPML3 ag = activates the human TRPML3 channel; Q8TDD5; HEK293 TRPML3-YFP, Fluo-8 calcium fluorescence; 100% = the carbachol control signal; activation, % at 3 µM; hit rate 0.29% among 220,000; AID 1448;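 active = activation above its plate's cutoff, the mean activation of the plate's test wells plus 3 SD, cut at about 12% in these data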;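 note: 0% = DMSO only wells and 100% = carbachol wells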
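Test system – HEK293 line with stable expression of human TRPML3-YFP channel · Control set – carbachol 87 µM final as high control (100%), DMSO as low control (0%) · Signal – Fluo-8 calcium dye fluorescence, ex 470-495, em 515-575 nm · Incubation – 1-h 37 °C dye load, 5-s basal, 120-s post-compound reads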
zfTRPN1 agonist = activates the zebrafish TRPN1 channel; HEK293 zebrafish TRPN1-YFP, Fluo-8 calcium fluorescence; 100% = response to 87 µM carbachol; activation, % at 3 µM; hit rate 0.18% among 220,000; AID 1424;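 active = activation above its plate's cutoff, the mean activation of test wells on that plate plus 3 SD, cut at about 19% in these data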;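 note: 0% = DMSO alone and 100% = 87 µM carbachol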
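System: zebrafish TRPN1-YFP in HEK293 cells / Dosing: 3 µM single point / Timing: dye loading 1 h at 37 °C, then 30 min room temperature / Signal: Fluo-8 calcium fluorescence, excitation 470-495 nm, emission 515-575 nm / Read-out basis: percent activation from peak over basal fluorescence ratio, control-normalized / Control set: high carbachol 87 µM, low DMSO alone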
* hit, by the source's call; . = not tested or not shown; [ ] = remark or other dose.

SMILES	Thrombin inh	Tb hexokinase	Furin inhibitor	EBV gp42 block	PPC-1+TRAIL kill	Cl transport mod	m-calpain inh	TRPML3 ag	zfTRPN1 agonist
COC(=O)c1sc(NC(=O)COc2ccc(C)cc2)nc1C	-1	-13	-8[20 µM]	-3	-4	-1.1	5	-0.3	-1.2
CCOC(=O)c1c(-c2ccccc2)oc2ccc(OCC)cc12	2	-1	-29	-3	18	-0.44	-73	0.4	1.4
CCOc1ccccc1-n1c(=O)c2ccccc2c2ccccc2c1=O	-6	38	-6	16	7	-1.9	14	0.4	-0.8
CC(=O)NC(=S)Nc1cccc(S(=O)(=O)NC2=NCCC2)c1	-4	-1	-37	-3	6	0.64	-1	0.3	0.1
COC(=O)COc1cccc(NS(=O)(=O)c2ccc(NC(C)=O)cc2)c1	-7	-4	-29[20 µM]	4	10	0.12	-20	0.4	0.0
COc1ccc(C2C(C(=O)c3cccs3)=C(O)C(=O)N2c2nnc(C)s2)cc1OC (stereo not drawn)	-1	-9	-2	91*	2	-0.72	-13	1.1	0.2
COc1ccc(C(C#N)Nc2ccccc2)cc1 (stereo not drawn)	-1	-1	-15[20 µM]	-6	14	0.41	-19	0.5	-0.1
CSc1n[nH]c(NCc2ccc(C)cc2)n1	0	3	27*[20 µM]	-24	25	0.79	-11	-0.1	0.0
COc1cccc(-c2nnc(SCc3cccnc3)o2)c1	-5	-1	-12	-4	33	-0.15	-13	-0.1	1.1
O=C(c1cc(-c2ccc(F)cc2)on1)N1CCCc2ccccc21	-3	1	-22	8	-1	-0.67	34	0.0	-1.4
CCn1c(SCC(=O)N2CCOCC2)nnc1-c1cccs1	2	1	-7	-8	-28	-1.6	-16	-0.1	0.0
c1ccc(Oc2cccc3cccnc23)nc1	-1	-7	-18	-14	24	-0.23	4	0.8	0.6
Cc1ccc(C)c(NC(=O)CCC(=O)NNC(=O)C(c2ccccc2)c2ccccc2)c1	-3	1	-17[20 µM]	-19	-10	0.74	11	-0.3	1.9
C#CCSc1nnc(-c2ccc(O)cc2)o1	2	5	-19	2	25	0.7	24	0.6	0.1
Oc1ccc(C2C(c3ccccc3)=NN=C(c3ccc(Cl)cc3)N2O)c(O)c1 (stereo not drawn)	-5	-7	3	-6	12	0.12	-32	1.2	1.8
CSc1nnc(-c2ccc(S(=O)(=O)N3CCCC3)cc2)n1C	0	4	-12	-12	16	0.98	-16	1.0	0.0
COc1ccc(N=Nc2cc(C)c(O)c(CN3CCCCC3)c2)cc1	4	-5	0	-15	13	0.59	31	-0.3	-2.0
CCCCNC(=O)Nc1ccnn1C1CCCCC1	1	2	-22	-16	-8	0.23	5	0.9	0.5
CCCCCn1c(SCCCC)nc2c1c(=O)[nH]c(=O)n2C	-1	2	7	-11	38	0.0022	6	-0.2	-2.1
COC(=O)c1ccc(/C=N/N2CCN(Cc3ccc(C)cc3C)CC2)cc1	-2	12	-11	1	17	0.94	7	0.8	-2.0
Cc1cccc(-c2nc(CSCC(=O)NCCCN3CCOCC3)c(C)o2)c1	-5	12	-7	-5	-3	.	-18	-0.2	-0.9
CC(=O)C1=C(C)Nc2cc(C(F)(F)F)ccc2S1	0	-6	-20	-6	26	0.017	-43	0.0	-0.2
Cc1ccc(C(=O)N(Cc2nc(-c3ccc(C)cc3)no2)C(C)C)cc1	-2	-11	2	-13	20	1.3	16	-0.3	-1.3
COC(=O)CN(C)C1CC(=O)N(c2ccc(Cl)cc2)C1=O (stereo not drawn)	-9	-4	-28[20 µM]	-4	-16	0.1	12	0.1	0.3
CCOc1ccccc1C(=O)Nc1nnc(SCC(=O)Nc2cc(C)on2)s1	6	-4	-15	-16	-25	0.38	-69	1.6	1.0
O=C(CCn1c(=S)[nH]c2ccccc2c1=O)NCCc1ccc(Cl)cc1	-6	-16	-30	-10	16	-0.28	-2	0.5	1.7
CC(C)c1nc2oc3c(=O)[nH]cnc3c2c2c1CCC2	5	1	-3	-13	7	.	-42	0.5	0.7
CC(=O)Cc1nsc(Nc2ccc(Cl)cc2)n1	3	-3	-24	-10	-1	.	-23	0.4	-0.6
CCc1cc2cc(OC)ccc2nc1SCC(=O)NNC(=O)c1ccco1	-2	-1	-18	-10	-5	0.84	5	-1.0	-1.2
CC1CCCC(NC(=O)CNC(=S)N(Cc2ccccc2)Cc2cccs2)C1C (stereo not drawn)	0	14	-6	-2	17	0.038	32	-0.7	-2.3
C=CCN1CC(C(=O)N2CCC(Cc3ccc(Cl)cc3)(C(=O)OCC)CC2)CC1=O (stereo not drawn)	-2	-10	-20	0	-8	-0.29	-32	0.3	0.1
Cn1nc(-c2ccccc2F)c2cc(C(=O)Nc3ccc4c(c3)OCCO4)sc21	-4	-13	-4[20 µM]	5	1	.	-44	-0.2	0.4
COC(=O)c1ccc(NC(C(=O)OC)C(C)C)c([N+](=O)[O-])c1 (stereo not drawn)	-6	34	-7	-2	-10	-0.79	-13	-0.2	-0.9
CCc1ccc(C2(C)SC(NC(C)=O)=NN2C(C)=O)cc1 (stereo not drawn)	-2	0	-17	-21	-2	0.28	2	3.2	7.8
O=C(Nc1cccc(S(=O)(=O)NCc2ccco2)c1)c1cc(-c2ccccc2)nc2ccccc12	-11	1	-17	-7	-10	0.55	16	-0.2	1.3
O=C(O)C(c1ccccc1)N1CCCCC1 (stereo not drawn)	.	-1	-10	-10	14	1.1	-8	1.2	2.4
Cc1ccc(NC(=O)CSc2nnc(COc3ccc(C#N)cc3)n2-c2ccccc2)cc1C	23	-4	-26	5	0	1.3	11	0.6	2.2
CCOC(=O)COc1ccccc1-c1ccno1	0	-3	-19[20 µM]	-7	2	-0.45	28	0.2	-0.7
CCCCCNC(=O)CCn1c(=O)oc2ccccc21	2	-3	-14[20 µM]	-22	28	0.28	-4	-0.4	-1.4
CN(C)CCNC(=O)Nc1ccc([N+](=O)[O-])cc1	3	-15	-6	-3	13	0.44	-18	1.0	1.3
O=C(NCc1ccco1)Nc1cccs1	2	2	-5	-14	14	0.59	8	0.6	0.6
O=C(CN1C(=O)C2CCCCC2C1=O)Nc1nc(-c2ccccn2)cs1 (stereo not drawn)	-9	-4	-4[20 µM]	-6	9	.	3	0.4	0.5
Cn1c(=O)c2[nH]c(N3CCN(c4ccccn4)CC3)nc2n(C)c1=O	-6	-2	-14	-15	16	0.41	-18	0.6	-0.1
CCOc1cc(C2Nc3ccccc3C(=O)N2c2ccccc2)ccc1O (stereo not drawn)	-7	-11	-25	-4	8	-0.11	-367	0.0	0.2
O=C(Cc1cn2ccsc2n1)Nc1nc2c(s1)CN(Cc1ccccc1)CC2	-1	-3	-18	-11	19	0.058	-28	0.9	1.6
CC(=O)Nc1ccc(-c2cn3ccsc3n2)cc1	0	1	-30[20 µM]	-10	34	0.44	7	0.3	1.0
O=C(CSc1nc2ccccc2o1)N1CCN(c2ccccc2)CC1	9	3	-15[20 µM]	-1	20	0.023	13	0.5	-0.2
CC(=O)Oc1ccc2c(c1)OC(c1ccccc1)CC21CC(C)(C)NC(=S)N1 (stereo not drawn)	-14	-3	-13[20 µM]	6	-15	0.73	-40	0.1	0.3
O=C(N/N=C/c1ccncc1)c1ccccc1[N+](=O)[O-]	1	-2	-23	7	.	-0.14	18	0.8	-0.5
C=CCNC(=O)CN1CCC(n2c(C)nc3cc(C(F)(F)F)ccc32)CC1	1	-11	-17[20 µM]	1	43	-1.2	12	1.0	0.2
CC(CN1CCOCC1)C(=O)c1ccccc1 (stereo not drawn)	2	-3	-28[20 µM]	-16	12	0.18	-1	0.8	0.0
CC(C)C(=O)Nc1cccc(C(=O)Nc2nnc(C(C)(C)C)s2)c1	-1	-1	-18[20 µM]	3	-2	0.72	23	1.2	1.3
C=CCSc1ncccc1C(=O)NCc1ccccc1	4	-2	-24	-14	14	0.9	22	-0.7	-0.1

Of the compounds above, 9 contain a halogen:
SMILES	Thrombin inh	Tb hexokinase	Furin inhibitor	EBV gp42 block	PPC-1+TRAIL kill	Cl transport mod	m-calpain inh	TRPML3 ag	zfTRPN1 agonist
O=C(c1cc(-c2ccc(F)cc2)on1)N1CCCc2ccccc21	-3	1	-22	8	-1	-0.67	34	0.0	-1.4
Oc1ccc(C2C(c3ccccc3)=NN=C(c3ccc(Cl)cc3)N2O)c(O)c1 (stereo not drawn)	-5	-7	3	-6	12	0.12	-32	1.2	1.8
CC(=O)C1=C(C)Nc2cc(C(F)(F)F)ccc2S1	0	-6	-20	-6	26	0.017	-43	0.0	-0.2
COC(=O)CN(C)C1CC(=O)N(c2ccc(Cl)cc2)C1=O (stereo not drawn)	-9	-4	-28[20 µM]	-4	-16	0.1	12	0.1	0.3
O=C(CCn1c(=S)[nH]c2ccccc2c1=O)NCCc1ccc(Cl)cc1	-6	-16	-30	-10	16	-0.28	-2	0.5	1.7
CC(=O)Cc1nsc(Nc2ccc(Cl)cc2)n1	3	-3	-24	-10	-1	.	-23	0.4	-0.6
C=CCN1CC(C(=O)N2CCC(Cc3ccc(Cl)cc3)(C(=O)OCC)CC2)CC1=O (stereo not drawn)	-2	-10	-20	0	-8	-0.29	-32	0.3	0.1
Cn1nc(-c2ccccc2F)c2cc(C(=O)Nc3ccc4c(c3)OCCO4)sc21	-4	-13	-4[20 µM]	5	1	.	-44	-0.2	0.4
C=CCNC(=O)CN1CCC(n2c(C)nc3cc(C(F)(F)F)ccc32)CC1	1	-11	-17[20 µM]	1	43	-1.2	12	1.0	0.2

From PubChem
